From PubChem
KDM5B inh: KDM5B demethylase inhibition; Potency, µM (top dose mostly 57.7 µM), for inactives: top-dose activity change, negative = inhibition, usual class: inhibitors; Q9UGL1; hit rate 2.6% among 220,000; KDM5B demethylase, FDH-coupled NADH fluorescence (FDH is formaldehyde dehydrogenase); AID 1347165; active = well fitted inhibition curve with a large enough effect; inconclusive = small, poorly fitted or top-dose-only effect; inactive = no such curve, though single readings can be large or run the other way; note: 0% is about no effect; nearly all actives have a fitted effect of over 70% in size
Target sequence (Q9UGL1 whole entry, looked up): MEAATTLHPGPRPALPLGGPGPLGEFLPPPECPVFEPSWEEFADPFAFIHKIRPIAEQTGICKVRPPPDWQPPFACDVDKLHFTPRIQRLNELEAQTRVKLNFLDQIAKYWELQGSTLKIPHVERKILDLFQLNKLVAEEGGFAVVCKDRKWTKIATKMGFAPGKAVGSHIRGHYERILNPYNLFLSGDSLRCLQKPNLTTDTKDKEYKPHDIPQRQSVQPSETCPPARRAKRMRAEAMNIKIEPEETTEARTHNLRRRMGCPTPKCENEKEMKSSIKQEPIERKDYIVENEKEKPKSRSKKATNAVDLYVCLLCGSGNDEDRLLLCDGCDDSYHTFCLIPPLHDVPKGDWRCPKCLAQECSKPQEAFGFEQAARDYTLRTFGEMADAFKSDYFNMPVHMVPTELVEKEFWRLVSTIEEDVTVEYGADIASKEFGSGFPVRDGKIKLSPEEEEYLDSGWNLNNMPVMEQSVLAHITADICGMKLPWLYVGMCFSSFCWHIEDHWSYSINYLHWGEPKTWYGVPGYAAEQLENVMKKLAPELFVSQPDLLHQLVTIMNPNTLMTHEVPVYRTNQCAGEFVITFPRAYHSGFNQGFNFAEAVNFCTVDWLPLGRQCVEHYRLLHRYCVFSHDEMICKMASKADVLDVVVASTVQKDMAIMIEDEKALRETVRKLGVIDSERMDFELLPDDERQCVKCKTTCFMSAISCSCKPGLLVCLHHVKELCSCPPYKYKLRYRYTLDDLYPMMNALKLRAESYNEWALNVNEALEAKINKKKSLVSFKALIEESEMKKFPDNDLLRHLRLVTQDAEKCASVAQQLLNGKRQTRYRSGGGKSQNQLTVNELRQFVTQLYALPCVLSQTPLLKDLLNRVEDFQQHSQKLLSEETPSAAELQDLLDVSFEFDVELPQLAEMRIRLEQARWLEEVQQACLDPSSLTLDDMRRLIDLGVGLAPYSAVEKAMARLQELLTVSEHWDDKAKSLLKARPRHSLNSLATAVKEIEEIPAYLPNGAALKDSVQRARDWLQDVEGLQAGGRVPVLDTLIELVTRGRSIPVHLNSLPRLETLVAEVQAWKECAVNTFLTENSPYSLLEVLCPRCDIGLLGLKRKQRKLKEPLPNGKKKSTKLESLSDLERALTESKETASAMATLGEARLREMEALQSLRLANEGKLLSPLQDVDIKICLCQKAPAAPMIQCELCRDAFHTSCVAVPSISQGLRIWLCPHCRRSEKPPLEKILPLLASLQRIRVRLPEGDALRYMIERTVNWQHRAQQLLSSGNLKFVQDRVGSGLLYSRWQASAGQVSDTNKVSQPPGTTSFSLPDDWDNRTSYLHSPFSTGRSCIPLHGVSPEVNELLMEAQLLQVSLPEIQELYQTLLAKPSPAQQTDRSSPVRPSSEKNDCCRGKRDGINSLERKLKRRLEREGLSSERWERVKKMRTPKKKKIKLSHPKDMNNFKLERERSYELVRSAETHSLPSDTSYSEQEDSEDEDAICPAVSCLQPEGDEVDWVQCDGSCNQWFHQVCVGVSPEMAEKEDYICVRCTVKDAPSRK
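Coupled FDH/NAD⁺ fluorescence readout. KDM5BΔAP 200 nM final; compound titration, 10 min RT preincubation; substrate mix 12.5 µM H3K4me3, 25 µM 2-OG, 50 µM Fe(II), 100 µM ascorbate, 0.25 mM NAD⁺, 0.25 U/mL FDH; ΔRFU over 30 min.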
Numbers without * were called inactive; ? = inconclusive; & = joins results of further samples; [ ] = dose if it differs, or a comment. Potency is the fitted concentration of half-maximal effect. The list is partial; rates above refer to the full screens.

mol	KDM5B inh
CCn1cc(C(=O)N2CCN(c3ccc(OC)cc3)CC2)c2cc(OC)c(OC)cc2c1=O	22.5%&-22.2%
Cc1ccc(Cn2ccnc2SCC(=O)Nc2ccccc2F)cc1	-15.9%
CN1CCN([C@H]2[C@@H]3OC[C@@H](O3)[C@@H](NC(=O)Nc3ccc(F)cc3)[C@@H]2O)CC1	-14.1%[86.2 µM]
COCCNC(=O)c1ccc2c(c1)N(Cc1ccc(C(F)(F)F)cc1)C(=O)c1ccccc1S2	-24.5%
CCSc1nc2n(n1)C(c1ccncc1)C1=C(CC(C)(C)CC1=O)N2 (centres undefined)	?
CN1C(=O)[C@@H]2C[C@@H](CN2Cc2ccc(F)c(F)c2)Oc2ccccc21	-10.3%[86.2 µM]
Cc1ccc(NC(=O)C2C3C=CC4(O3)C2C(=O)N(CCCN2CCCCC2)C4C(=O)NC2CCCCC2)cc1Cl (centres undefined)	20.8%
Cc1ccc(C)c(-n2nc(-c3c(C)nc4scc(CC(=O)NC(C)C(C)C)n4c3=O)cc2C)c1 (centres undefined)	?
Clc1cccc(-c2cnc([C@@H]3COCCN3Cc3ccccc3)[nH]2)c1	5.3%[86.2 µM]
O=C(N/N=C/c1cc(Cl)c(O)c(Cl)c1)c1cc2c(ccc3ccccc32)o1	?
CCc1ccc(C(=O)C(C)Oc2ccc3ccc(=O)oc3c2)cc1 (centres undefined)	?
CS(=O)(=O)N1CCCc2cc(C(=O)N(Cc3c(F)cccc3Cl)C3CC3)ccc21	0.7%
O=C(CSc1nc2c([nH]c3ccccc32)c(=O)n1-c1ccc(Cl)cc1)NCc1ccccc1	?
Cc1ccc(-c2cn3c(n2)CO[C@@H](CNC(=O)c2cccnc2)C3)cc1	?
CN1CCC(NC(=O)c2cccc3ccccc23)CC1	12.1%
CCn1c(CO)nnc1C1CC(NC(=O)NCCc2ccccc2F)C1 (centres undefined)	13.0%
COc1ccccc1N1CCN(CCC(=O)Nc2cccc(F)c2)CC1	-0.8%
Fc1ccc(N2CCN(c3ncnc4c3nc3n4CCCCC3)CC2)cc1	-23.1%
Cc1cccc(/C=C(/C#N)c2nc(-c3ccncc3)cs2)c1	1.4%
CC1CCCCN1CCCNC(=O)c1cc(Sc2ccc(Cl)cc2)nc2ccccc12 (centres undefined)	-13.4%
N#CCCN(C(=O)Cn1nc(Cc2ccncc2)c2ccccc2c1=O)c1ccccc1	-6.7%
C[C@@H](NC(=O)Cc1ccccc1)c1onc(-c2cccnc2)c1C(=O)O	-24.5%[86.2 µM]
O=C(Nc1ccccc1)C1(CCO)CCN(Cc2ccccc2)C1 (centres undefined)	-6.7%
CCc1ccc(CNC(=O)c2ccc3nc(CC)c(CC)nc3c2)cc1	1.1%
COc1ccc(C2C=C(c3ccccc3)Nc3nc(NC(=O)/C=C/c4ccc(F)cc4)nn32)cc1 (centres undefined)	?
COC(=O)c1ccc2c(c1)N(CC(=O)Nc1ccc(OC)c(Cl)c1)C(=O)c1ccccc1S2	-71.2%
CC1CCCN(C(=O)CCc2c[nH]c3ccccc23)C1 (centres undefined)	5.3%
COc1cccc(CN2CCC3(CCC3OC)CC2)c1 (centres undefined)	-11.2%
COc1ccc(CC(=O)NC2CCN(c3cc(-c4ccc(Cl)cc4)[nH]n3)CC2)cc1	?
CCCCOc1cccc(C(=O)N2CCN(CCc3ccncc3)CC2)c1	4.2%

7 compounds out of the list, arranged by SMILES length, high to low:
mol	KDM5B inh
CN1CCN([C@H]2[C@@H]3OC[C@@H](O3)[C@@H](NC(=O)Nc3ccc(F)cc3)[C@@H]2O)CC1	-14.1%[86.2 µM]
COc1ccc(C2C=C(c3ccccc3)Nc3nc(NC(=O)/C=C/c4ccc(F)cc4)nn32)cc1 (centres undefined)	?
COC(=O)c1ccc2c(c1)N(CC(=O)Nc1ccc(OC)c(Cl)c1)C(=O)c1ccccc1S2	-71.2%
CCn1cc(C(=O)N2CCN(c3ccc(OC)cc3)CC2)c2cc(OC)c(OC)cc2c1=O	22.5%&-22.2%
O=C(N/N=C/c1cc(Cl)c(O)c(Cl)c1)c1cc2c(ccc3ccccc32)o1	?
Cc1ccc(-c2cn3c(n2)CO[C@@H](CNC(=O)c2cccnc2)C3)cc1	?
CC1CCCCN1CCCNC(=O)c1cc(Sc2ccc(Cl)cc2)nc2ccccc12 (centres undefined)	-13.4%

Continued.
mol	KDM5B inh
O=C([C@@H]1C[C@H](F)CN1C(=O)NC1CCCCC1)N1CCc2ccccc2C1	?
CCOC(=O)c1cccc(NC(=O)c2ccc(-n3cnc(NC(C)=O)c3)cc2)c1	-2.2%
CCOCN(C(=O)Cn1cnc2cc(C)c(C)cc21)c1c(C)cccc1CC	-3.7%
O=C(NCC1CCOCC1)[C@@H]1C[C@@H](c2ccc(F)cc2)N(CCOc2ccccc2)C1	?
CC1CCC(NC(=O)/C=C/c2ccc(C(=O)NC3CC3)cc2)CC1 (centres undefined)	10.9%
O=C(CCCn1ccnc1)N1CCn2nc(C(O)Cc3ccccc3)cc2C1 (centres undefined)	9.8%
CCOc1ccccc1NC(=O)N1CC(c2nnc(-c3ccncc3)o2)C2(CCOCC2)C1 (centres undefined)	-10.1%
C/C=C/Cn1c(=O)c2c(nc(-n3nc(C)cc3C)n2CC)n(C)c1=O	15.6%
CCCSc1nc2c(c(=O)[nH]c(=O)n2C)n1CC(O)COc1ccc(Cl)cc1 (centres undefined)	7.7%
COc1ccc(NC(=O)C2CCC(CNS(=O)(=O)c3ccc(Br)s3)CC2)c(OC)c1 (centres undefined)	-13.1%
COc1ccc(C2C3=C(CCCC3=O)Nc3cc(OC)cc(OC)c32)cc1 (centres undefined)	?
CCC(=O)Nc1ccc(C2(C(=O)O)CCC2)cc1	-16.2%
COc1ccccc1N1CCN(c2ncccc2CNC(=O)c2ccoc2)CC1	2.0%
Cc1nc(NC(=O)c2csc3ccccc23)sc1C	?
COC(=O)CN1C(=O)CSc2ccc(S(=O)(=O)Nc3cccc(Cl)c3)cc21	7.4%
COc1cc(NC(=O)Cn2cccc2-c2nc(-c3ccc(OC)c(F)c3)no2)cc(OC)c1	6.5%
CNC(=O)C1CN(S(=O)(=O)c2cccs2)CC12CCCCC2 (centres undefined)	26.3%
CCC(CC)NC(=O)C1CCc2ncc(-c3ccsc3)n2C1 (centres undefined)	-14.5%
C=CCNC(=O)c1cnn2c1CN([S+](=O)([O-])c1cccc(OC)c1)CC2	1.0%[115 µM]
CCn1cc(C(=O)N(C)c2ccc(C(C)C)cc2)c2cc(OC)c(OC)cc2c1=O	-16.1%
CC(C)OCCCNC(=O)c1cn(C)c2ccc(S(=O)(=O)N(C)C3CCCCC3)cc2c1=O	-17.7%
COc1cccc(CCC(=O)N2CCC3(CC2)CC(N(C(C)=O)C2CC2)CCO3)c1 (centres undefined)	10.2%
Cc1ccc(NC(=O)Nc2ccc(C)n(CC(=O)NCCC(C)C)c2=O)cc1	?
CCc1ccccc1OC(C(=O)O)c1ccccc1 (centres undefined)	-9.1%
Cc1coc2c1c(C)cc1o/c(=N/O)c3c(c12)CCC3	0.2%
Cc1cccc(OCCn2c(CN3CCCCC3)nc3ccccc32)c1	13.8%
COc1ccc(Nc2ncnc3c2nc2n3CCCC2)cc1Cl	?
COc1ccccc1NC(=O)c1ccc(CN2C(=O)C(C)=C(c3ccc(C)c(C)c3)S2(=O)=O)cc1	-25.1%
CC(Cn1cncn1)NC(=O)c1ccc(S(=O)(=O)NCCO)cc1 (centres undefined)	-2.4%
CC(C)NC(=O)NC[C@H]1OC[C@@H](NCc2cccnc2)[C@@H]1O	43.7%[86.2 µM]
CCOC(=O)C1=C(CN(CC)Cc2ccccc2)NC(=O)NC1c1ccc(OC)cc1 (centres undefined)	-24.0%
Cn1cccc1C(=O)N[C@H]1C[C@@H](C(=O)O)N(C(=O)CCC(=O)N2C[C@@H](NC(=O)c3cccs3)C[C@H]2C(=O)O)C1	-28.2%
CC(C)c1cc(CN2CCC(N3CCC(C(=O)NCc4ccccn4)CC3)CC2)[nH]n1	38.4%
CC(C)(C)c1ccc2cc(C(=O)O)[nH]c2c1	-20.4%
COC(=O)c1cc2c(N)c(C(=O)c3ccccc3)sc2nc1C(OC)OC	10.7%
CCCCCCN1CCCC12Cc1ccccc1CNC2=O (centres undefined)	-18.3%[149 µM]
CSc1cccc(NC(=O)C2CCN(c3cnc4nc(C)c(C)nc4c3)CC2)c1	-11.9%
C=CCNC(=O)CCc1nnc(-c2cccc(OC(C)C)c2)[nH]c1=O	5.7%
OC(COCCOCCOCCOCc1ccccc1)C(O)COCCOCCOCCOCc1ccccc1 (centres undefined)	-2.1%
CCC(=O)N1CCc2cc(Br)cc(S(=O)(=O)N3CCCC(C(=O)Nc4ccc(C)c(F)c4)C3)c21 (centres undefined)	-32.6%
CCOC(=O)CSc1nc2ccccc2c(=O)n1-c1ccc(C)cn1	9.0%
COc1ccc(C(=O)NCC(=O)N2CCCCCNC(=O)CC2c2ccccc2)c(OC)n1 (centres undefined)	21.6%
COc1cc(NC(=O)O[C@@H]2CC[C@]3(C)C(CC[C@@H](O)[C@H]3CC(=O)N3CCCC3)[C@]2(C)CO)cc(OC)c1OC (some centres undefined)	-0.6%
Cc1nn(C)cc1S(=O)(=O)N1CCN(Cc2cccc(Br)c2)CC1	9.8%
COCC(=O)Nc1ccc(-n2ccnc2-c2ccc(O)c(OC)c2)cc1C	-16.0%
Cn1c(SCC(=O)NCc2ccccc2CN2CCOCC2)nnc1-c1ccc(C(C)(C)C)cc1	0.8%
C#CC[N+](CC)(CC)CC#Cc1ccccc1	23.0%
COc1ccc(N2CCN(C(=O)Cn3c(N4CCc5ccccc5C4)nc(C)cc3=O)CC2)cc1	-20.3%
CCCn1cc(-c2ccncc2)cc1C(=O)NCc1cccc(F)c1	25.1µM*
COc1cc(/C=N/Nc2nncc3ccccc23)cc(OC)c1OC	-24.1%
O=C(NCCc1ccccc1)c1cc(Sc2cccc(Cl)c2)nc2ccccc12	-18.8%
C=CCNC(=O)NC(=O)CN1CCN(c2oc(-c3ccco3)nc2C#N)CC1	?
O=C(NCc1ccccc1Cl)C1CCCN(c2ncnc3onc(-c4ccc(F)cc4)c23)C1 (centres undefined)	?
COc1ccc(Cc2nc3ccc(C(=O)N(C)CC4COCCO4)cc3o2)cc1 (centres undefined)	-0.1%
COC(=O)CNC(=O)NCC(=O)N1CCCCCNC(=O)CC1c1ccccc1 (centres undefined)	6.2%
COc1cc(NC(=O)CSc2ccc(-c3sc(-c4ccccc4)nc3C)nn2)cc(OC)c1	-11.5%
C=CCNC(=S)Nc1cccc(Cl)c1	-1.9%
CCOC(=O)C1(C/C=C/c2ccccc2)CCCNC1 (centres undefined)	?
O=C(CN1C(=O)COc2ccc(S(=O)(=O)Nc3ccccc3)cc21)Nc1cccc(Cl)c1	-15.0%
COc1ccc(C2Nc3c(C)cc(C)cc3-c3cc(C)nn32)cc1O (centres undefined)	?

(next part)
mol	KDM5B inh
COc1cc(/C=N/O)ccc1OCC(=O)Nc1ccccc1	31.3%
Cc1ccsc1C(=O)N1CCC2(CC1)NCCc1c2[nH]c2ccccc12	-11.3%
CCOc1ccccc1NC(=O)CCNS(=O)(=O)c1cccc2nonc12	?
COc1ccc(S(=O)(=O)c2c(Nc3ccccc3F)sc(C(=O)c3cccc(OC)c3)c2N)cc1	?
Cn1cc(CN2CCn3c(nnc3[C@@H]3C[C@@H](O)CN3Cc3ccccc3)C2)c2ccccc21	?
CC(C)(C)c1cc(C(=O)Nc2ccc(F)cc2)n(Cc2ccc(F)cc2)n1	-7.9%
CN(C)C(=O)c1ccc(OC2CCN(C(=O)C3CCCC3)CC2)nc1	6.8%
CNC(=O)CCc1nc(-c2ccccc2)c(-c2ccccc2)o1	-8.7%
CN(C)c1ccc(CNC(=O)c2ccc3c(c2)N(C)C(=O)C2CCCCN32)cc1 (centres undefined)	?
Cc1cc(CN2CCN(c3ccccc3F)CC2)cs1	1.0%&-12.8%
Cc1ccccc1CC(=O)N1CCCN(c2cc(-c3ccc(Cl)cc3)[nH]n2)CC1	?
CC(=O)N1CCC(N2CC[C@H](c3nc4ncccc4[nH]3)C2)CC1	?
CN1C(=O)C(CC(=O)NCCc2ccccc2)N(NC(=O)c2ccc(Cl)cc2)C1=S (centres undefined)	-3.8%
CCN(Cc1ccccc1)S(=O)(=O)c1cc(C(=O)Nc2cc(Cl)cc(Cl)c2)ccc1F	?
O=C(CCC1CCCN(C(=O)c2ccc3c(c2)OCO3)C1)NCc1ccccc1Cl (centres undefined)	24.6%
CC1(C)OC2OC(C(=O)Oc3ccc(Cl)cc3)C3OC(C)(C)OC3C2O1 (centres undefined)	-0.5%
COc1ccc(OCc2nc(C(=O)NC(C)c3ccccc3)co2)cc1 (centres undefined)	36.8%[activator]
CC(=O)c1ccccc1NC(=O)COC(=O)c1cc(=O)c2ccccc2o1	-14.7%
CN(C)CCCN(C(=O)c1cccs1)c1nc2ccc(F)cc2s1	-6.9%
Cc1c(C(=O)OC2CCC(C)CC2)[nH]c2c1C(=O)CC(c1ccc(N(C)C)cc1)C2 (centres undefined)	-12.5%
Cc1ccc(-n2ncc(C(=O)NCc3ccco3)c2C2CCN(C(=O)OC(C)(C)C)CC2)cc1	-5.4%
Brc1ccc(-c2noc(-c3ccncc3)n2)o1	23.3%
CC1(C)C2CC=C(/C=N/NC(=S)NC3CCCCC3)C1C2 (centres undefined)	-6.6%
CN1CCNc2nc(COc3ccc(Cl)cc3)n(Cc3ccccc3)c2C1=O	-0.1%[86.2 µM]
